KCNH2 3.1 block = qHTS for Inhibitors of KCHN2 3.1: Mutant qHTS. hit rate 0.95% among 340,000. activity change, % (tested at about 1.8 µM). Potassium voltage-gated channel subfamily H member 2, brain isoform KCNH2 3.1 (human). AID 720553, 2013. U2OS KCNH2 3.1, thallium flux FluxOr; active compounds read low;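 active = maximum activity change below -70%; inconclusive = maximum activity change from -70% to -50%; inactive = maximum activity change above -50%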;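 also: thallium influx rate constant from kinetic fluorescence after stimulation buffer; % is scaled to controls: 0 for no effect and ±100 for the full control effect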
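Normalized rate constant (relative to positive and negative DMSO controls) derived from a 2 min kinetic fluorescence read after stimulation; U2OS cells expressing the 3.1 isoform via virus at 1.77 x 10^8 /mL.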
PKM2 activator = qHTS Assay for Activators of Human Muscle isoform 2 Pyruvate Kinase. Pyruvate kinase PKM (Homo sapiens), P14618. purified PKM2, Kinase-Glo ATP luminescence, activation; response scale: 0% is enzyme alone, no compound. Potency, µM (highest dose often 57.5 µM), for the others: top-dose activation, actives largely listed as activators. hit rate 0.34% among 260,000; also: potency is read from the fitted curve at half-maximal effect; % is scaled to controls: 0 for no effect and ±100 for the full control effect; nearly all actives have a fitted effect of over 55% in size
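ATP formation by purified human PK-M2, quantified via coupled luciferase luminescence after 1 h at room temperature with 0.1 mM ADP and 0.5 mM PEP final.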
NPC1 prom act = qHTS Assay for NPC1 Promoter Activators. hit rate 2.4% among 320,000. Huh7 NPC1 promoter luciferase reporter, 24 h. AID 485313, 2010. Potency, µM (doses to about 9.22 µM), for the others: at the highest dose activation, hits mostly activators;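 also: potency is read from the fitted curve at half-maximal effect; % of control where 0% means no effect; nearly all actives have a fitted effect of over 60% in size; reporter is driven by a mutant NPC1 promoter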
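Stably transfected Huh7 (NPC1 promoter→luciferase), 1500 cells/well in Opti-MEM + 10% FBS, 2 h settle, then compound 24 h at 37 °C. Luminescence after 10 min with Amplite reagent.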
RORgamma inh = qHTS for inhibitors of ROR gamma transcriptional activity. Nuclear receptor ROR-gamma (Mus musculus), P51450. AID 2551, 2010. Potency, µM (top dose mostly 53.6 µM), without a hit: at the top dose activity change, negative = inhibition, actives largely listed as inhibitors. Drosophila S2 Gal4-RORgamma UAS-luciferase reporter, 20 h. hit rate 5.4% among 310,000; also: potency is read from the fitted curve at half-maximal effect; % is scaled to controls: 0 for no effect and ±100 for the full control effect; nearly all actives have a fitted effect of over 60% in size
Target sequence (P51450 whole entry, looked up, the tested form may be a part): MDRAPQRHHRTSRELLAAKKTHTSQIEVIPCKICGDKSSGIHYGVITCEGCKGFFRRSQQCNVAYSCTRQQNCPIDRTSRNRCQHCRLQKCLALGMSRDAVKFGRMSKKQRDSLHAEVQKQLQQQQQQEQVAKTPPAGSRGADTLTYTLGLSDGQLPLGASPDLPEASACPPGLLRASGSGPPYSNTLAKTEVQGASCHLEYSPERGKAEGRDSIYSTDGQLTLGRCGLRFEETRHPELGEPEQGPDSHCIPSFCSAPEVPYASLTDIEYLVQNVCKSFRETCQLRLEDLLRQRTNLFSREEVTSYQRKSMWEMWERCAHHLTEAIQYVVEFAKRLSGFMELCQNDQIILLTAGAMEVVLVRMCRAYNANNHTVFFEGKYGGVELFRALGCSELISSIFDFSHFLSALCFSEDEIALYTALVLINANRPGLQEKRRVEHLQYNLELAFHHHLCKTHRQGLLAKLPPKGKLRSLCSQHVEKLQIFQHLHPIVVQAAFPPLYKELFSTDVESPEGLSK
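Compounds are pin-transferred onto Drosophila Schneider cells expressing a copper-inducible Gal4–ROR gamma transactivation domain fusion. After 1 hr, copper sulfate is added to 700 uM final; luciferase is read 20 hr later.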
Rab9 promoter act = qHTS Assay for Rab9 Promoter Activators. hit rate 2.8% among 320,000. Huh7 Rab9 promoter-luciferase reporter, luminescence, 24 h. Potency, µM (highest dose often 9.22 µM), without a hit: at the highest dose activation, negative = inhibition, most hits filed as activators; also: potency is read from the fitted curve at half-maximal effect; % of control where 0% means no effect; nearly all actives have a fitted effect of over 60% in size
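Using Huh7 cells stably transfected with Rab9 promoter–luciferase, compounds were incubated 24 h at 37 °C, 5% CO2; luciferase luminescence was read 10 min after reagent addition.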
Menin-MLL TR inh = qHTS Assay for Inhibitors Targeting the Menin-MLL Interaction in MLL Related Leukemias: Competition With Texas Red Labeled MLL-derived Mutant Peptide | Menin + Texas Red MLL mutant peptide, fluorescence polarization | AID 1768, 2009 | Potency, µM (titrated, usually from 61.6 µM), without a hit: at the highest dose FP activity change, negative = inhibition, actives largely listed as inhibitors | O00255 | hit rate 0.23% among 270,000; active = well fitted inhibition curve with a large enough effect in the polarisation, with a control signal flat, not every such curve was filed as active; inconclusive = small, poorly fitted or top-dose-only effect, or effect the other way, or a change in a side signal; inactive = no such curve, though single readings can be large or run the other way; the % refers to the polarisation; also: potency is read from the fitted curve at half-maximal effect; % of control where 0% means no effect; many of its hits are not listed in these tables
Target sequence (O00255 whole entry, looked up): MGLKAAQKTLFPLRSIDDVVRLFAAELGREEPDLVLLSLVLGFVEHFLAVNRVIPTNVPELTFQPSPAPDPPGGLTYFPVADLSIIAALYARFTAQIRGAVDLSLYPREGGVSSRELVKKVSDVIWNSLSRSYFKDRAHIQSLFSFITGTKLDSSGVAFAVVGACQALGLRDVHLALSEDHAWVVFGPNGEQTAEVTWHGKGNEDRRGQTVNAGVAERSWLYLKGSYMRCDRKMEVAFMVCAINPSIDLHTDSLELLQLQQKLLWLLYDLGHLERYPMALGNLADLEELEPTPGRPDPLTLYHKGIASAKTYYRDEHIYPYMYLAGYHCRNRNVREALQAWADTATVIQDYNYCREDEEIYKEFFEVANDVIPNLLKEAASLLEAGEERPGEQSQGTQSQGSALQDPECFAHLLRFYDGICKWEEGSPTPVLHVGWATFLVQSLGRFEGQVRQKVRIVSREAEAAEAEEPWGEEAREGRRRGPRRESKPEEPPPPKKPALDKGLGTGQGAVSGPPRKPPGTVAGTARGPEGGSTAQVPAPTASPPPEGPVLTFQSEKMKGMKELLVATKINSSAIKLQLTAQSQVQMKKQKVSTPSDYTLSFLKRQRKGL
MBNL1 CUG block = qHTS Assay for Inhibitors of MBNL1-poly(CUG) RNA binding; hit rate 0.036% among 280,000; Potency, µM (titrated, usually from 57.5 µM), inactives show at the highest dose activity change, negative = inhibition, hits mostly inhibitors; TR-FRET MBNL1-His/biotin-(CUG)12 binding, 665/545 ratio; AID 2675, 2010; active = well fitted inhibition curve with a large enough effect in the signal ratio, with a control signal flat, not every such curve was filed as active; inconclusive = small, poorly fitted or top-dose-only effect, or effect the other way, or a change in a side signal; inactive = no such curve, though single readings can be large or run the other way; the % refers to the signal ratio; also: potency is read from the fitted curve at half-maximal effect; % is scaled to controls: 0 for no effect and ±100 for the full control effect
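Inhibition of protein-RNA binding appears as loss of TR-FRET between terbium anti-His antibody on MBNL1-His and streptavidin-XL665 on biotin-(CUG)12. Activity is normalized to buffer-only and uninhibited-complex controls.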
FLuc modulator = qHTS profiling assay for firefly luciferase inhibitor/activator using purifed enzyme and Km concentrations of substrates (counterscreen for miR-21 project); Luciferin 4-monooxygenase (Photinus pyralis), P08659; purified FLuc, Km substrates, luminescence inhibition; Potency, µM (doses to about 57.5 µM), inactives show at the top dose activity change, negative = inhibition, usual class: inhibitors; hit rate 6.9% among 360,000; AID 588342, 2011;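 also: potency is read from the fitted curve at half-maximal effect; plate controls were vehicle for no effect and reference inhibitor for full effect; nearly all actives have a fitted effect of over 55% in size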
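Biochemical qHTS of compounds, final roughly 60 µM downward over six points, against 10 nM purified firefly luciferase using Km concentrations of substrates (10 uM D-luciferin, 10 uM ATP) in Tris acetate pH 7.5 buffer; luminescence output.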
ELG1 DNA repair = qHTS screen for small molecules that inhibit ELG1-dependent DNA repair in human embryonic kidney (HEK293T) cells expressing luciferase-tagged ELG1; Potency, µM (series often up to 46.1 µM), inactives show at the top dose activity change, negative = inhibition, usual class: inhibitors; hit rate 2.3% among 330,000; HEK293T ELG1-luciferase reporter, luminescence, 16 h; DNA damage induced by 5-fluorouridine; also: potency is read from the fitted curve at half-maximal effect; % is scaled to controls: 0 for no effect and ±100 for the full control effect; nearly all actives have a fitted effect of over 55% in size
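5-Fluorouridine DNA damage + compound/DMSO, 2,000 cells/well, 16 h, 37 °C/5% CO2. ONE-Glo, 30 min RT, luminescence. Readout = decrease in reporter signal.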
VP16 counter = VP16 counterscreen qHTS for inhibitors of ROR gamma transcriptional activity. Drosophila S2 Gal4-VP16 UAS-luciferase, luminescence, 20 h. Potency, µM (top dose mostly 53.6 µM), for inactives: top-dose activity, negative = inhibition, most hits filed as inhibitors. hit rate 3.5% among 310,000. AID 2546, 2010;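 also: Gal4-VP16 expression switched on by copper sulfate through the metallothionein promoter; potency is read from the fitted curve at half-maximal effect; % is scaled to controls: 0 for no effect and ±100 for the full control effect; nearly all actives have a fitted effect of over 50% in size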
Mito fusion act = qHTS Assay for Small Molecule Inhibitors of Mitochondrial Division or Activators of Mitochondrial Fusion; S. cerevisiae fusion-defective mutant growth rescue, CellTiterGlo 48 h; Potency, µM (doses to about 46.1 µM), without a hit: at the top dose growth rescue (activation), usual class: activators; hit rate 0.23% among 320,000; AID 485298, 2010;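 also: potency is read from the fitted curve at half-maximal effect; % of control where 0% means no effect; nearly all actives have a fitted effect of over 45% in size; temperature-sensitive fusion mutants such as fzo1-1 at 37 °C on non-fermentable ethanol glycerol medium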
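Read-out: ATP-based luminescence (CellTiterGlo, 10 min ambient) reporting growth of fusion-defective ts yeast after 48 hours at 37C on glycerol/ethanol YPEG medium in the presence of compound.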
An asterisk follows results filed as active; ? = inconclusive; . = not tested or not shown; & = joins results of further samples; [ ] = remark or other dose. Unless noted, calls follow the shape of the dose curve; as a rule, active = well fitted curve in the direction sought with a large enough effect; inconclusive = small, poorly fitted or top-dose-only effect, or another doubt; inactive = no such curve, though single readings can be large; an effect the other way counts as inactive or inconclusive. The list is partial (hit frequency here may not be typical).

SMILES	KCNH2 3.1 block	PKM2 activator	NPC1 prom act	RORgamma inh	Rab9 promoter act	Menin-MLL TR inh	MBNL1 CUG block	FLuc modulator	ELG1 DNA repair	VP16 counter	Mito fusion act
CN(CC(=O)Nc1ccccc1Br)C(=O)c1ccccc1OCc1ccc(F)cc1	0	.	0%	.	-5%	.	.	-1%	-18%	.	20%
COc1ccc(NC(=O)CSc2nnc(C)c(=O)n2N)cc1	-7	11%	-5%	-15%	4%	2%	-2%	1%	-5%	-14%	4%
COc1ccc(C2=NN(C(=O)CSc3nc4ncc(Cl)cc4[nH]3)C(c3ccco3)C2)cc1 (stereo not given)	1	5%	0%	-33%	-4%	-4%	14%	?	?	-4%	11%
COc1cccc(NC(=O)N2CCCc3ccccc32)c1	4	2%	0%	16%	-2%	.	-6%	?	19%	24%	-5%
O=C(Cn1cc2c(n1)CCCC2)NCc1cccnc1	-3	-21%	1%	7%	-1%	-3%	-13%	-1%	?	-30%	-4%
CCOC(=O)N1CCN(c2nc(C)c3c(n2)CC(C)CC3=O)CC1 (stereo not given)	26	-2%	-2%	19%	-1%	-11%	-5%	-1%	-14%	-9%	-4%
COc1ccc(NC(=O)CN2C(=O)COc3ccc(S(=O)(=O)N4CCCCC4)cc32)c(OC)c1	34	.	?	32%	8%	0%	-3%	-1%	-8%	-11%	-6%
Cc1ccccc1-n1nnnc1SC1CCOC1=O (stereo not given)	13	14%	7%	-18%	0%	1%	-2%	1%	10%	0%	-7%
COc1cccc(OCCNC(=O)c2cccc(OC)c2)c1	-10	1%	0%	15%	-2%	-6%	12%	-16%	-10%	?	0%
CN(CCO)c1cc(Sc2nc3ccccc3s2)c2nonc2c1[N+](=O)[O-]	-16	?	-6%	11µM*	-2%	24%	?	-19%	16%	13µM*	0%
COc1ccc(CCN2CC(C(=O)NCCc3ccccc3)CC2=O)cc1OC (stereo not given)	3	-2%	?	-4%	?	-2%	-4%	?	?	13%	3%
COc1ccc([N+](=O)[O-])cc1NC(=O)c1ccccc1SC	2	?	-3%	-8%	-9%	18%	4%	-1%	0%	-23%	5%
Cc1nc2c(-c3ccccc3)c(C)nn2c(SCC(N)=O)c1Cc1ccccc1	-19	1%	-4%	-38%	-3%	.	1%	-2%	0%	-7%	-2%
COc1ccc2nc(SC(C(=O)c3ccccc3)c3ccccc3)nc(C)c2c1 (stereo not given)	.	-1%	-3%	22%	-3%	-18%	12%	-1%	17%	-21%	12%
COc1ccc(S(=O)(=O)Cc2ccc(C(=O)NCc3ccc(C)cc3)o2)cc1	-3	0%	1%	9%	-3%	9%	-4%	0%	?	-11%	-3%
COc1cc(OC)cc(C(=O)N2CCN(S(C)(=O)=O)CC2)c1	-2	-2%	-4%	-13%	-3%	2%	1%	6%	18%	5%	-3%
CC1CCN(CC(=O)Nc2ccc(Br)cc2[N+](=O)[O-])CC1	-6	-2%	-2%	9%	5%	-9%	1%	?	?	-8%	14%
COc1ccc(CCNC(=O)CN2C(=O)c3ccccc3S2(=O)=O)cc1	-5	1%	-3%	-8%	1%	7%	5%	1%	-7%	9%	-1%
O=C(N/N=C/c1ccccn1)C(O)c1ccccc1 (stereo not given)	-6	-1%	-1%	3%	0%	.	6%	0%	18%	2%	-3%
Cc1ccc(C)c(S(=O)(=O)N2CCN(C(=O)/C=C/c3ccco3)CC2)c1	7	.	10%	.	7%	.	.	1%	-2%	.	5%
CC(=O)C(=Cc1cn(-c2ccccc2)nc1-c1ccccc1)C(C)=O	8	16%	2%	-8%	1%	10%	-6%	-20%	15%	-1%	1%
O=C(CN1C(=O)NC2(CCCC2)C1=O)N1CCN(S(=O)(=O)c2ccc(Cl)cc2)CC1	8	7%	-2%	-5%	-5%	5%	-4%	1%	10%	-4%	-1%
Cc1ccc2[nH]c(-c3ccccc3)c(CN3CCCC3)c(=O)c2c1	-11	-8%	-1%	-1%	13%	-20%	8%	-6%	?	0%	-2%
CCOc1ccccc1NC(=O)NC1Cc2ccccc2C1	8	.	-1%	1%	0%	1%	-5%	1%	0%	0%	3%
CSc1nc(C)c(C(=O)C[n+]2ccccc2)cc1C#N	-5	-10%	6%	12%	0%	.	.	-1%	8%	3%	0%
CCN(CC)C(=O)OCCc1cc2ccccc2c(=O)o1	16	.	0%	.	1%	.	.	1%	18%	.	-9%
CCN(C=NC1=NN(c2cccc(C(F)(F)F)c2)CC1)CC	-1	-4%	-4%	28%	-2%	4%	.	?	?	24%	0%
Cc1ccc(NC(=O)CN(C)C(=O)CCOc2ccccc2C)cc1	-1	-3%	-1%	41%	2%	-4%	-18%	3%	-4%	2%	-1%
O=C(N/N=C/c1ccc(OC(=O)c2ccccc2)c([N+](=O)[O-])c1)c1ccc(O)cc1	-19	-8%	0%	8.9µM*	-3%	-1%	?	?	-7%	?	-5%
Cc1ccc(-n2nc(-c3cccs3)cc2C(=O)NCC2CCCO2)c(C)c1 (stereo not given)	-4	-8%	-1%	?	2%	-24%	-7%	10%	-10%	?	4%
CC(=O)N1CCOc2ccc(S(=O)(=O)N3CCC(C(=O)Nc4ccc(C)cc4C)CC3)cc21	-1	.	-16%	15%	3%	.	4%	-1%	9%	7%	1%
CCCCN(C(=O)Nc1ccc(Cl)cc1)C1CCN(C(C)=O)CC1	3	-10%	4%	4%	9%	-1%	-7%	0%&0%	14%	-3%	-2%
CCOC(=O)COc1ccc(S(=O)(=O)N2CCN(c3ccccc3)CC2)cc1	-14	7%	1%	-2%	-1%	1%	-18%	1%	-6%	-3%	-10%
Cc1c(-c2ccc(F)cc2)[n+](=O)c2c(n1[O-])CCCCC2	-9	-2%	0%	4%	2%	13%	-4%[11.5 µM]	0%	?	3%	0%
COc1ccc(S(=O)(=O)N2CCCCC2)cc1NC(=S)Nc1cccc(Cl)c1C	1	-8%	-2%	11µM*	1%	2%	-20%	0%	-19%	?	4%
CC1CCC(C(C)C)C(OC(=O)CSc2nnc(N)s2)C1 (stereo not given)	44	-4%	-3%	-27%	-2%	-6%	-1%	-1%	3%	-23%	-19%
ONC(=Nc1cccc(C(F)(F)F)c1)c1cccnc1	-2	-6%	2%	-3%	0%	.	-7%	-2%	?	0%	5%
COc1ccc(/C=C\c2cc(OC)c(OC)cc2CC[N+](C)(C)C)cc1OC	2	-19%	1%	-3%	-1%	10%	1%	-1%	8%	7%	-3%
O=C(NCN1C(=O)C2C3C=CC(C3)C2C1=O)Nc1nncs1 (stereo not given)	0	0%	2%	3%	5%	6%	?	0%	23%	5%	2%
CCOC(=O)N1CCN(S(=O)(=O)c2ccc(OC)c(C(=O)N3CCCCC3)c2)CC1	6	1%	3%	-13%	-3%	-3%	0%	-2%	-16%	-5%	3%
Cc1nn(C(C)C(=O)c2cccc(Cl)c2)c(C)c1[N+](=O)[O-] (stereo not given)	4	9%	1%	2%	0%	2%	-2%	3%	2%	-8%	0%
CCC(CC)NC(=O)c1ccc(NS(=O)(=O)c2ccc3[nH]c(=O)[nH]c3c2)cc1	-12	4%	0%	?	5%	.	-1%	-1%	?	?	-2%
N/C(CSc1nc(-c2ccccc2)c(-c2ccccc2)o1)=N\O	-2	2%	0%	-1%	-6%	4%	-5%	2%	-26%	9%	-1%
CC(O)Cn1c(N2CCCC2)nc2c1c(=O)n(C)c(=O)n2C (stereo not given)	9	0%	2%	16%	3%	9%	-5%	-2%	6%	-8%	-1%
COc1ccc(CNc2n[nH]c(NCc3ccc(OC)c(OC)c3)n2)cc1OC	-15	-4%	-2%	-9%	-3%	-15%	-5%	1%[2.3 µM]	1%	1%	-1%

Screens from PubChem.
